# Assay outcomes deposited in PubChem by National Center for Advancing Translational Sciences (NCATS).
# Sm TGR inh: S. mansoni TGR enzyme inhibition. AID 485364. Potency, µM (titrated, usually from 114 µM), for inactives: at the top dose activity change, negative = inhibition, hits mostly inhibitors. Q962Y6. purified TGR, DTNB reduction, TNB absorbance 405 nm. 3% of 360,000 active; also: potency is read from the fitted curve at half-maximal effect; nearly all actives have a fitted effect of over 60% in size
#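 First, TGR (20 nM dispensed) and NADPH were mixed with compound. Second, a 15 min room-temperature incubation followed. Third, further NADPH and then DTNB were added to start the reaction. Finally, TNB absorbance was monitored kinetically.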
# AmpC no deterg: inhibitors of E. coli AmpC beta-lactamase without detergent | Potency, µM (highest dose often 57.1 µM), for inactives: at the top dose activity change, negative = inhibition, most hits filed as inhibitors | AID 485341 | P00811 | 0.52% of 330,000 active | AmpC nitrocefin hydrolysis, absorbance 480 nm, 0.0001% Triton;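 also: potency is read from the fitted curve at half-maximal effect; plate controls were no compound for no effect and no enzyme for full effect; nearly all actives have a fitted effect of over 20% in size; some results filed as inactive show a strong effect at the top dose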
# Target sequence (P00811 whole entry, looked up): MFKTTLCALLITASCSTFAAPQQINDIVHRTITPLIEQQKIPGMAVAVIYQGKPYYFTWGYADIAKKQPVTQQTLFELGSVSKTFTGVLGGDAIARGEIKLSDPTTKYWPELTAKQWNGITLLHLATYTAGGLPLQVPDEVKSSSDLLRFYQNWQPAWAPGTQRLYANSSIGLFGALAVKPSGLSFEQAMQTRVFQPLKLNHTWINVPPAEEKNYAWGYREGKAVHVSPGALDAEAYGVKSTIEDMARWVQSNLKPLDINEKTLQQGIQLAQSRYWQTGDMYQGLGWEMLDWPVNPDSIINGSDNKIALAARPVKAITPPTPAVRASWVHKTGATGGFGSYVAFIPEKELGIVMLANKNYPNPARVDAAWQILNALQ
#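 20 mM phosphate pH 7.0 + 0.01% (detergent screen) or 0.0001% Triton X-100; 5.3 nM AmpC reagent; cpd preinc 15 min RT; nitrocefin (800 uM stock) to start; A480 q20 s × 4 min; Activity was normalised to no-enzyme and no-compound control wells.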
# HCMV inh: inhibitors of human cytomegalovirus. HFF cells, HCMV-luciferase reporter, 72 h; hits give low values. activity change, negative = inhibition, % at 57.5 µM. 4.5% of 410,000 active. AID 1259415; in the data active = activity change below about -60%; inconclusive = no clear call, values can overlap the other calls; inactive = above about -39%
#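 Inhibition of viral replication was scored as loss of reporter luminescence in HFFs infected with HCMV-luciferase (MOI 1 PFU/cell) for 72 h; compounds tested at 2 doses, normalized to buffer and Salinomycin controls.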
# HCV inhibitor: inhibitors of hepatitis C virus infection; Huh7.5.1 HCVcc-Cre infection, luciferase reporter, 44 h; AID 651820; 3.4% of 340,000 active; Potency, µM (top dose mostly 41.8 µM), without a hit: at the top dose activity change, negative = inhibition, most hits filed as inhibitors; also: potency is read from the fitted curve at half-maximal effect
#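 After 44 h co-culture of compound, cells and HCVcc-Cre (~0.5 moi), substrate is added for 15 min at room temperature and luciferase measured over 15 sec. Cells were seeded at 1,000/well and pre-cultured 4 h.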
# AmpC detergent: blocks E. coli AmpC beta-lactamase in detergent assay; P00811; AmpC hydrolysis of nitrocefin, absorbance 480 nm, 0.01% Triton; Potency, µM (top dose mostly 114 µM), without a hit: at the top dose activity change, negative = inhibition, usual class: inhibitors; 0.041% of 370,000 active;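 also: potency is read from the fitted curve at half-maximal effect; 0% = no-compound wells and -100% = no-enzyme wells; nearly all actives have a fitted effect of over 25% in size; some results filed as inactive show a strong effect at the top dose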
#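 AmpC (5.3 nM in the dispensed reagent) in 20 mM phosphate pH 7.0 with 0.01% (detergent screen) or 0.0001% Triton X-100 was preincubated with compounds for 15 min at room temperature. Nitrocefin was then added from an 800 uM solution, and hydrolysis was followed at 480 nm.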
# FBPA Giardia inh: Giardia lamblia aldolase inhibition. A8B2U2. purified Giardia FBPA. Potency, µM (doses to about 59.6 µM), for the others: top-dose activity, negative = inhibition, hits mostly inhibitors. 0.71% of 290,000 active; also: potency is read from the fitted curve at half-maximal effect; nearly all actives have a fitted effect of over 55% in size
# Target sequence (A8B2U2 whole entry, looked up): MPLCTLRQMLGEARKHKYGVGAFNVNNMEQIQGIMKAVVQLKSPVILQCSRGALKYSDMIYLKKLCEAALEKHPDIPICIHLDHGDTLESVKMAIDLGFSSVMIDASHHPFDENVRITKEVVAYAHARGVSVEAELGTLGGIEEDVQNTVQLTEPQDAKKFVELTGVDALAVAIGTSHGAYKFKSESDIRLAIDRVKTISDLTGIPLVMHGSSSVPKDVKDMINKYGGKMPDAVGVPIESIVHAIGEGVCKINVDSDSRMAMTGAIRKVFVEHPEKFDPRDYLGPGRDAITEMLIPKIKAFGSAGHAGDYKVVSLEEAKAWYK
#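 40 nM FBPA preincubated 10 min at RT with compound (up to 57.5 uM final), then substrate plus GAPDH/TPI/NAD/arsenate coupling and diaphorase/resazurin added. Fluorescence read after 20 min at RT, 525/598 nm.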
# Active calls of the source: *; ? = inconclusive; . = not tested or not shown; & = joins results of further samples; [ ] = another dose, or the depositor's remark. Unless noted, calls follow the shape of the dose curve; as a rule, active = well fitted curve in the direction sought with a large enough effect; inconclusive = small, poorly fitted or top-dose-only effect, or another doubt; inactive = no such curve, though single readings can be large; an effect the other way counts as inactive or inconclusive. Unless noted, % is scaled to controls: 0 for no effect and ±100 for the full control effect.
# The opening 5 records, to show the layout:
Compound	AmpC no deterg	HCV inhibitor	HCMV inh	AmpC detergent	Sm TGR inh	FBPA Giardia inh
Cc1noc(C)c1-c1nc(CSc2ccccc2)no1	-18%	0%	12	-2%	-13%	5%
COc1cccc(OC)c1-c1nn2c(-c3ccccc3Cl)nnc2s1	-15%	-26%	48	-10%	16%[11.4 µM]	18%
Cc1cc(C(=O)NCCCOC(C)C)c2ccccc2n1	-13%	11%	32	?	4%	0%
O=C(NCC(c1ccco1)S(=O)(=O)c1cccs1)c1ccc(F)c(F)c1 (configuration not stated)	.	.	-6	2%	16µM*	.
CCn1cnc2c1c(=O)n(CC(=O)NCC(F)(F)F)c(=O)n2Cc1ccccc1	-13%	?	-20	-10%	-9%	0%

# The list itself, previewed entries included:
Compound	AmpC no deterg	HCV inhibitor	HCMV inh	AmpC detergent	Sm TGR inh	FBPA Giardia inh
Cc1noc(C)c1-c1nc(CSc2ccccc2)no1	-18%	0%	12	-2%	-13%	5%
COc1cccc(OC)c1-c1nn2c(-c3ccccc3Cl)nnc2s1	-15%	-26%	48	-10%	16%[11.4 µM]	18%
Cc1cc(C(=O)NCCCOC(C)C)c2ccccc2n1	-13%	11%	32	?	4%	0%
O=C(NCC(c1ccco1)S(=O)(=O)c1cccs1)c1ccc(F)c(F)c1 (configuration not stated)	.	.	-6	2%	16µM*	.
CCn1cnc2c1c(=O)n(CC(=O)NCC(F)(F)F)c(=O)n2Cc1ccccc1	-13%	?	-20	-10%	-9%	0%
Cc1ccc(N(CC(=O)NC(C)(C)C)C(=O)CNC(=O)c2cccs2)cc1	3%	-3%	?	-10%	.	4%
OCCNC(=S)NCc1ccccc1	-6%	20%	33	-7%	-7%	2%
OCC1(Cc2ccccc2)CCN(CCCC2CCCC2)CC1	2%	-4%	-15	0%	-3%[57.1 µM]	6%
Cc1ccc2nc(NCc3ccccc3)c(C=NCc3ccccc3)c(=O)n2c1	29%	?	15	-2%	5%	-1%
Cc1ccccc1C(=O)Nc1ccnc(-c2ccncc2)n1	-14%	-2%	-35	-13%	-6%	3%
CCOc1ccc(-c2nnn(CC(=O)N3CCN(c4ccc(OC)cc4)CC3)n2)cc1OCC	73%[activator]	?	28	?	-26%	3%
N#Cc1cc2ccccc2n2nnnc12	10%	13%	-12	0%	3%	-1%
O=C1c2ccccc2C(=O)c2c1oc(C(F)(F)F)c2C(=O)c1ccccc1	-3%	22µM*	-98*	-8%	-33%	3%
COC(=O)CSc1snnc1-c1ccc(Cl)cc1Cl	-27%	0%	83	2%	-3%	5%
CC1CCCN(S(=O)(=O)c2csc(C(N)=O)c2)C1 (configuration not stated)	-3%	3%	?	-4%	0%	4%
COc1ccc(C(=O)NCC2CCCN2S(=O)(=O)c2cccs2)cc1 (configuration not stated)	-14%	8%[8.37 µM]	3	-11%	-13%	.
Cc1cccc(NC(=S)N/N=C/c2cccn2Cc2ccc(F)cc2)c1	-47%	?	?	4%	26%	-5%
CC(=O)[C@@]1(O)CC[C@H]2[C@@H]3CCC4=CC(=O)CC[C@]4(C)[C@H]3CC[C@@]21C	-19%	0%[8.37 µM]	28	-5%	-9%	-5%
CCNC(=O)Nc1ccc(S(=O)(=O)Nc2cnc(C)nc2C)cc1	-2%	5%	1	1%	-14%	.
Cn1c(=O)c2c(SCC(=O)NCc3ccco3)nc(-c3ccccc3Cl)nc2n(C)c1=O	-43%	?	-15&-14	2%&-1%	-9%&-2%	2%
CCCCN(CC(=O)NC1CC1)S(=O)(=O)c1ccc(OCC)cc1	-3%	-27%	0	?	0%	.
CCN(CC)C(=O)NCc1c(C)cc(C)cc1C	-5%[11.4 µM]	-11%	.	-10%	1%	7%
Cc1ccc(-c2noc(-c3ccc(NCc4cccnc4)c([N+](=O)[O-])c3)n2)cc1	.	.	32	3%	-7%	.
O=C(O)COc1ccccc1/C=N/n1c(C2CCCCC2)n[nH]c1=S	-20%	5%	-11	-8%	-2%	-22%
CC(=O)c1ccc(NC(=O)C2CCN(S(=O)(=O)c3ccc4[nH]c5c(c4c3)CCCCC5)CC2)cc1	.	.	?	7%	-2%	.
C[C@H]1CN([C@@H](C)CO)C(=O)c2cccc(NC(=O)Nc3ccc(C(F)(F)F)cc3)c2O[C@@H]1CN(C)Cc1ccc(Cl)c(Cl)c1	185%[activator]	?	-26	.	.	.
Cc1cc(C)c2c(CC(=O)Nc3nnc(C(C)C)s3)coc2c1	.	.	?	-3%	-2%	.
CCc1cccc(NC(=S)N(CCCN2CCOCC2)C(C)c2cc3cccc(OC)c3o2)c1 (configuration not stated)	109%[activator]	-11%	-15	?	-7%	-10%
NCCNc1ccc([N+](=O)[O-])c2cccnc12	-34%	-29%	30	1%	.	1%
COc1ccc(S(=O)(=O)n2oc(=O)cc2-c2ccccc2)cc1OC	18%	17%	45	-1%	-24%	-5%
CC1CCCCC1NC(=S)NC(=O)c1ccccc1Br (configuration not stated)	-24%	0%	-26	?	?	1%
CC(OC(=O)CCc1nc(=O)c2ccccc2n1C)C(=O)NCc1ccc2c(c1)OCO2 (configuration not stated)	-1%	3%	51	1%	7%	-3%
COc1ccc(CNC(=O)CC2Sc3ccccc3NC2=O)cc1 (configuration not stated)	0%	-7%	10	-2%	2%	3%
CCCCN1C(=N)N([C@@H](C)CN2CCC[C@H]2CN2C(N)=NC[C@H]2CC(C)C)C[C@H]1Cc1ccccc1	23%	?	-22	.	.	.
CCOC(=O)c1c(C)[nH]c(C)c1C(=O)COC(=O)c1ccc(S(=O)(=O)N(CC)CC)cc1	10%	25µM*	-25	-10%	5%	-3%
COC(=O)c1cc(=O)n(-c2ccccc2)c(=Nc2ccccc2)s1	-9%	?	-35	?	40µM*	1%
CCOC(=O)c1ccc(NC(=O)C2(c3ccccc3)CCCC2)cc1	-10%	-16%	21	-2%	-6%	-4%
COc1ccc(OC)c(C2=NNC(=NCc3ccc4c(c3)OCO4)SC2)c1	-20%	?	?	?	-4%	-13%
CC(C)(C)OC(=O)N1CCC(C(=O)NNC(=O)c2ccc(Cl)cc2Cl)CC1	0%	4%	25	-6%	7%	.
Cn1cccc1-c1nc2ccc(NC(=O)c3ccccc3)cc2[nH]1	-30%	?	-20	0%	-24%	-10%
O=C(O)c1ccccc1C(=O)Nc1ccc(Br)c2cccnc12	-15%	-6%	0&3	-3%&9%	0%	?
COC(=O)c1c(S(=O)(=O)NCc2ccccc2)sc(C(=O)O)c1C	2%	19%	32	-2%	-7%	12%
N=c1n(Cc2ccccc2)c2ccccc2n1CC(O)COc1ccc(Cl)cc1Cl (configuration not stated)	41%	11µM*	-101*	-10%	8%[57.1 µM]	0%
CC(=O)c1ccc(NS(=O)(=O)c2c(C)cc(C)cc2C)cc1	-7%	1%	?	-13%	.	-13%
CCC[C@@H](CN1CCC[C@H]1CN1C(N)=NC[C@H]1C(C)C)N1C[C@@H]([C@H](C)CC)N(CCCC2CCCC2)C1=N	-4%	-61%	-18	.	.	.
O=C(COC(=O)c1ccc(-n2cnnn2)cc1)Nc1cc(Cl)ccc1F	-21%	3%	-17	7%	1%	.
Cc1ccc2oc(=O)cc(CN3CCCCC3)c2c1	-16%	?	4	-5%	-28%	-1%
COc1ccccc1NC1=NCCS1	-12%	1%	19	-7%	-5%	0%
O=C(O)c1nccnc1C(=O)Nc1ccc(S(=O)(=O)N2CCOCC2)cc1	-13%	17%	11	-14%	25µM*	-17%
O=C(NCCCN1CCOCC1)c1ccc(S(=O)(=O)Nc2cccc(C(F)(F)F)c2)cc1	14%	-10%	-13	6%	-2%	.
O=C(CSc1nnc2ccccn12)Nc1ccccc1C(=O)NC1CC1	-9%	8%	5	?	-12%	-6%
COC(=O)c1cnn(-c2nc(OC)cc(OC)n2)c1C	-1%	10%	39	-6%	2%	2%
COc1cccc(-c2nn(-c3ccccc3)cc2/C=C(/NC(=O)c2ccccc2)C(=O)O)c1	-24%	10%	-34	3%	-12%	17%
CCCC1=Nc2cc(C(=O)NC3CCCCC3)ccc2Sc2ccc(C)cc21	.	.	-91*	-5%	1%	.
Cc1nn(Cc2ccc(F)cc2)c(Cl)c1/C=N/NC(=O)c1ccccc1	-20%	-21%	4	5%	10%	0%
COc1ccc(-c2cc(=O)oc3c(C)c(OC(C)C(=O)NCc4ccccn4)ccc23)cc1 (configuration not stated)	-15%	?	-19	-10%	6%	28%

# Following part:
Compound	AmpC no deterg	HCV inhibitor	HCMV inh	AmpC detergent	Sm TGR inh	FBPA Giardia inh
CCC(=O)NCCCc1nc2ccccc2n1Cc1ccccc1F	58%	9%	-14	-16%	3%	-1%
CCC(C)NC(=O)NCc1ccccc1F (configuration not stated)	-21%	15%	-9	-7%	.	4%
O=C1CCCN1CCCN=c1c([N+](=O)[O-])nn(-c2ccc(Cl)cc2)n1O	-14%	11µM*	-27	-1%	-2%	-7%
O=C(CN1CCN(S(=O)(=O)c2ccccc2)CC1)Nc1ccc(Cl)c(Cl)c1	22%	?	?	-4%	1%	-1%
Cn1c(=O)oc2cc(S(=O)(=O)N3CCCCC3)ccc21	-8%	11%	39	3%	9%	6%
Cc1ccc(-c2nnc(SCC(=O)c3ccc(Cl)cc3)n2-c2ccccc2)cc1	.	.	63	-5%	-2%	.
O=C(O)COc1ccc(Br)cc1/C=N\Nc1ccccn1	2%	13%	.	?	-7%	11µM*
CC(=O)c1ccc(S(=O)(=O)N2CCn3cccc3C2C)cc1 (configuration not stated)	0%	-2%	-17	-2%	35µM*	.
CC12CCC(C(=O)NNc3ccc([N+](=O)[O-])cc3)(CC1=O)C2(C)C (configuration not stated)	-18%	13%	-18	-3%	-33%	0%
CCC(C)NC(=O)C1=C(C)C(=O)OC12CCC(C)CC2 (configuration not stated)	-6%	0%	0	?	2%	3%
CC(C)CN(C(=O)CCNC(=O)c1ccccc1Cl)C1CCS(=O)(=O)C1 (configuration not stated)	0%	9%	-2	?	-5%	.
Cc1ccc(NS(=O)(=O)c2ccc3[nH]c4c(c3c2)CCCC4)c(C)c1	.	.	9	-6%	-4%	.
O=C(O)CSc1ncnc2sc(-c3ccccc3)cc12	-48%	29%	18	-4%	2%	?
Nc1cc(S(=O)(=O)N2CCOCC2)ccc1Oc1ccc(F)cc1	-6%	?	-35	-13%	-13%	0%
O=C(Cn1ncc2c3ccccc3n(Cc3cccc(Cl)c3)c2c1=O)NCC1CCCO1 (configuration not stated)	-15%	-11%	-26	8%	3%	13%
CN(C)/C=C1\C(=O)NN=C1c1ccccc1	-34%	19%	?	3%	-3%	-19%
CC1CCN(C(=O)COC(=O)c2cccs2)CC1	1%	21%	-18	.	.	.
Cc1cc(=O)oc2c3c(ccc12)OCN(Cc1ccccc1Cl)C3	.	.	-5	-1%	5%	.
